High-throughput results as filed in PubChem.
Pol kappa inh – inhibitors of human DNA polymerase kappa; purified Pol kappa, fluorescent DNA synthesis assay, 10 min; Potency, µM (series often up to 107 µM), for inactives: top-dose activity, negative = inhibition, usual class: inhibitors; actives 0.53% (n = 400,000); further: potency means the concentration at half of the fitted maximal effect; on the % scale 0 is the no-effect control and ±100 the full control effect
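First, compounds were pin-transferred onto 10 nM Pol kappa. After 15 min at room temperature, substrate was added to 50 nM final. Fluorescence was then measured kinetically at 0 and 10 min.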
Pol beta inh – inhibitors of human DNA polymerase beta | AID 485314 | actives 1.3% (n = 340,000) | Pol beta primer extension/strand displacement, fluorescence kinetic | Potency, µM (titrated, usually from 114 µM), inactives show at the top dose activity change, negative = inhibition, actives largely listed as inhibitors; further: potency means the concentration at half of the fitted maximal effect; on the % scale 0 is the no-effect control and ±100 the full control effect
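Enzyme-only controls used 10 nM Pol beta; buffer lacking enzyme served as negative control. Compound preincubated 15 min, then 50 nM substrate added; 0 and 10 min reads at room temperature.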
ERG-DNA inh – ERG Ets/DNA interaction inhibition; P11308; fluorescence polarization, His-ERG Ets domain / labelled DNA; Potency, µM (top dose mostly 76.9 µM), without a hit: top-dose FP activity, negative = inhibition, most hits filed as inhibitors; actives 0.028% (n = 370,000); active means well fitted inhibition curve with a large enough effect in the polarisation, with a control signal flat; inconclusive means small, poorly fitted or top-dose-only effect, or effect the other way, or a change in a side signal; inactive means no such curve, though single readings can be large or run the other way; the % refers to the polarisation;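 further: polarization taken with two DNA probes labelled with fluorescein and Texas red; potency means the concentration at half of the fitted maximal effect; % of control where 0% means no effect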
Target sequence (P11308 whole entry, looked up, the tested form may be a part): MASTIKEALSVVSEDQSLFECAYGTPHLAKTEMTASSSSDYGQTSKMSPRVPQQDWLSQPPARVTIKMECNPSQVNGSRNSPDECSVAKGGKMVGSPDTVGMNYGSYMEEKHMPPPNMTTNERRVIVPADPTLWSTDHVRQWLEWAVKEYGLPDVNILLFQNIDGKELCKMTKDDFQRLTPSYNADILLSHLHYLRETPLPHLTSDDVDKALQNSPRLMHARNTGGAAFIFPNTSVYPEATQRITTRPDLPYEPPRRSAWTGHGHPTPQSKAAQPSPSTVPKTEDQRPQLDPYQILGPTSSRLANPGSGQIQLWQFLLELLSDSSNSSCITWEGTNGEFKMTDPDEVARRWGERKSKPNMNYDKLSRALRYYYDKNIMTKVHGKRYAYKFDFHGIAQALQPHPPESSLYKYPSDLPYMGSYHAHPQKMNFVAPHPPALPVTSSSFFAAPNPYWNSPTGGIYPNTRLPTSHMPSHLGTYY
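His-tagged ERG Ets domain (1 uM in the protein solution; 300mM KCl, 50mM Tris-HCl, 1mM EDTA, 1mM DTT, pH 7.5) received compound, then a probe mix of 5 nM fluorescein-DNA and 100nM Texas-615-DNA. Fluorescence polarization was read for both dyes.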
RGS4 inh – inhibitors of human regulator of G protein signaling 4; P49798; Transcreener GDP fluorescence polarization, RGS4-accelerated GTP hydrolysis; Potency, µM (doses to about 114 µM), without a hit: at the highest dose activity change, negative = inhibition, actives largely listed as inhibitors; actives 0.039% (n = 390,000); AID 504845; further: potency means the concentration at half of the fitted maximal effect; on the % scale 0 is the no-effect control and ±100 the full control effect; nearly all actives have a fitted effect of over 75% in size; some results filed as inactive show a strong effect at the top dose
Target sequence (P49798 whole entry, looked up): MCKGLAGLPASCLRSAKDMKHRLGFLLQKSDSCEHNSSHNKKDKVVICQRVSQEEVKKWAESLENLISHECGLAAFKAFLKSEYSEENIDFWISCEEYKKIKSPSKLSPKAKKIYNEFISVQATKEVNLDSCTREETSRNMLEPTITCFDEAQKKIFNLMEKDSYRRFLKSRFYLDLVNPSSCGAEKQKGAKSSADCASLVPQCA
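MLSMR compounds (23 nl, pin-transferred) preincubated 10 min at room temperature with a 500nM (2x) first reagent, then RGS4 at 900nM (2x) plus Transcreener GDP mix added; fluorescence polarization (620/688 nm) read before and after 90 min at 30 °C.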
ALOX12 inh – ALOX12 (human) lipoxygenase inhibition; purified 12hLO, xylenol orange hydroperoxide absorbance; actives 1.1% (n = 580,000); AID 1671190; Potency, µM (top dose mostly 108 µM), for inactives: top-dose activity change, negative = inhibition, most hits filed as inhibitors; P18054; further: potency means the concentration at half of the fitted maximal effect; on the % scale 0 is the no-effect control and ±100 the full control effect
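Hydroperoxide product was detected by ferrous iron/xylenol orange as the 573 to 405 nm absorbance ratio. Arachidonic acid at 40 uM (final) was turned over for 30 min at room temperature by 150 nM human 12hLO, pH 7.0 Hepes buffer, after 15 min compound preincubation.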
APE1 inh – blocks human APE1 abasic DNA cleavage; P27695; recombinant APE1, TAMRA/BHQ-2 abasic DNA cleavage fluorescence; Potency, µM (titrated, usually from 65.8 µM), without a hit: at the highest dose activity change, negative = inhibition, hits mostly inhibitors; actives 0.35% (n = 350,000); AID 2517;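 further: potency means the concentration at half of the fitted maximal effect; plate controls were vehicle for no effect and reference inhibitor for full effect; nearly all actives have a fitted effect of over 55% in size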
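Measures dequenching upon AP-site incision of a 5'-TAMRA/3'-BHQ-2 THF-containing duplex, 50 nM; human APE1 0.75 nM after 15 min room-temperature exposure to compound; kinetic three-point read at one-minute spacing.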
Apoferritin bind – binds horse apoferritin like a general anesthetic; P02791; apoferritin/1-aminoanthracene competitive binding, fluorescence; Potency, µM (highest dose often 77.5 µM), inactives show at the top dose activity change, negative = displacement, actives largely listed as inhibitors; actives 0.074% (n = 350,000); further: potency means the concentration at half of the fitted maximal effect; on the % scale 0 is the no-effect control and ±100 the full control effect; nearly all actives have a fitted effect of over 20% in size
Target sequence (P02791 2-175 limits assumed): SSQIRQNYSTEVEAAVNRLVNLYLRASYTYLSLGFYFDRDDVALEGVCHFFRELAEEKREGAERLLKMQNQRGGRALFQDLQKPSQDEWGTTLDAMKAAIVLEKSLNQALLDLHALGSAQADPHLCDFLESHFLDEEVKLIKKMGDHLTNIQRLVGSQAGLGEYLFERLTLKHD
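Horse-spleen apoferritin (10 uM) was mixed with 50% saturated 1-aminoanthracene in PBS, exposed to compounds for 10 min at room temperature, and read for fluorescence (ex 380 nm, em 535 nm). Competitive displacement was fitted with a four-parameter Hill equation.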
LDHA inh – blocks human lactate dehydrogenase A; purified LDHA, NADH/diaphorase-resazurin fluorescence; stronger effect = lower value; P00338; AID 1347041; activity change, % (values are at about 110 or 230 µM); actives 0.15% (n = 480,000); in the data active means activity change below about -30%; inconclusive means mostly about -25% to -30%;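 further: plate controls were DMSO wells for no effect and wells without enzyme for full effect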
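Human LDH5 at 2 nM final in Tris HCl pH 7.4 with 0.06 mM NADH and 0.2 mM pyruvate, reacted 5 minutes at room temperature. Remaining NADH coupled via diaphorase/resazurin; resorufin fluorescence read at 0 and 20 minutes, normalized to enzyme-free and DMSO wells.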
POLH inh – DNA polymerase eta (human) inhibition; Q9Y253; recombinant Pol eta, fluorescent DNA replication assay; Potency, µM (titrated, usually from 114 µM), for the others: at the top dose activity change, negative = inhibition, actives largely listed as inhibitors; actives 1.2% (n = 390,000); further: potency means the concentration at half of the fitted maximal effect; on the % scale 0 is the no-effect control and ±100 the full control effect
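Fluorescent replication assay: 50 nM final substrate added after a 15 min room-temperature compound preincubation with 10 nM enzyme. Signal taken at 0 min and again at 10 min.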
The depositor's hits bear a star; ? = inconclusive; / = not tested or not shown; & = joins results of further samples; [ ] = remark or other dose. Unless noted, the call rests on the fitted dose curve; in most records, active means well fitted curve in the direction sought with a large enough effect; inconclusive means small, poorly fitted or top-dose-only effect, or another doubt; inactive means no such curve, though single readings can be large; an effect the other way counts as inactive or inconclusive.

The line under a structure holds: Pol kappa inh	Pol beta inh	ERG-DNA inh	RGS4 inh	ALOX12 inh	APE1 inh	Apoferritin bind	LDHA inh	POLH inh
(1) NC(=O)c1c(N)sc(=S)n1-c1ccccc1
→ -8%	-11%	-1%	-12%[11.4 µM]	0%	-2%	-10%	-1	3%
(2) Cc1ccccc1C#N
→ 0%	/	3%	4%	-25%	52%[activator]	/	-9	-15%
(3) COc1ccc(NC(=O)CN(c2ccc(F)cc2)S(=O)(=O)c2ccccc2)c(OC)c1
→ -1%	0%	1%	15%	0%	2%	192%[activator]	-2	-6%
(4) Fc1ccccc1NC(=S)NCCc1cccc(Cl)c1
→ -3%	5%	-2%	7%	?	8%	-21%	-1	-28%
(5) CC(=O)N1CCN(c2ccc(NC(=O)c3ccc(Cl)cc3)cc2)CC1
→ -16%	30%	-2%	-11%	-25%	12%	-4%	-5	-4%
(6) CCOc1cccc(-c2c(C(=O)N/N=C(\C)c3cccnc3)nnn2-c2nonc2N)c1
→ 1%	0%	-7%	29%[11.4 µM]	11%	-9%	-21%	0	-7%
(7) O=C(Nc1ccc2c(c1)OCO2)C1CCCN(S(=O)(=O)Cc2ccccc2)C1 (centres undefined)
→ -18%	25%	-16%	33%	?	2%	?	1	5%
(8) CC(=O)Nc1ccc(S(=O)(=O)NCc2ccc(C)n2C)cc1
→ -3%	-18%	1%	-19%	-19%	40%[activator]	-1%	-1	-19%
(9) C=CC(C)n1c(Br)nc2c1c(=O)[nH]c(=O)n2C (centres undefined)
→ -5%	1%	0%	13%	?	2%	-9%	-1&0	-19%
(10) CCN1C(=O)/C(=C\N2CCCc3ccccc32)SC1=S
→ -9%	7%	-11%	-12%	7%	13%	-7%	-2	-4%
(11) COc1ccc(S(=O)(=O)N2C(=O)/C(=C3\SC(N)=NC3=O)c3ccccc32)cc1
→ -5%	1%	0%	14%	17%	18%	-7%	-2	-20%
(12) O=C(Cn1nnc(-c2ccccc2F)n1)OCC(=O)c1ccccc1
→ -3%	7%	8%	-40%	-1%	5%	?	-11	-6%
(13) N=c1n(CCN2CCOCC2)c2ccccc2n1CC(O)COc1ccccc1 (centres undefined)
→ -4%	47%	7%	-6%	-22%	19%	-11%	-5	-7%
(14) CSc1cccc(NC(=O)CNS(=O)(=O)c2ccccc2)c1
→ -4%	33%	-6%	-21%	/	6%	-3%	1	-19%
(15) COc1ccc(CNC(=O)COc2ccc(C(=O)c3ccc(F)cc3)cc2)cc1
→ -1%	0%	0%	8%	-26%	18%	-3%	-12	-10%
(16) Cc1cccc(C)c1OC(=O)CN1C(=O)c2ccccc2C1=O
→ -1%	24%	-15%	-10%	2%	13%	-2%	-2	-6%
(17) NC(=O)CSc1nc2ccccc2n1Cc1ccccc1F
→ -1%	22%	-3%	-7%[11.4 µM]	0%	12%	-7%	-5	-21%
(18) CS(=O)(=O)Nc1ccccc1C(=O)OCC(=O)NC1CC1
→ 1%	/	-17%	5%	-48%	6%	/	-20	-13%
(19) CC1CCCN(CC(O)COc2ccc(S(=O)(=O)N3CCCC3)cc2[N+](=O)[O-])C1 (centres undefined)
→ -1%	/	19%	-3%	-7%	21%	/	0	-9%
(20) COc1cc(OC)c(CN2CCN(c3ccc(F)cc3)CC2)cc1Br
→ -14%	-10%	2%	-16%	?	-2%	-4%	-10	-18%
(21) CCN1/C(=C\c2ccc3cc(C)ccc3[n+]2CC)Sc2cc(C)c(C)cc21
→ -29%	50µM*	116%[activator]	?	25µM*	0%	-12%	-15	?
(22) CC(=O)Nc1ccc(N2C(=O)CCC2=O)cc1C
→ 4%	4%	4%	-22%	0%	-2%	-5%	-1	-14%
(23) Cc1cc2cc(CNC(=O)Nc3ccccc3)ccc2[nH]1
→ -1%	41%	5%	0%[56.9 µM]	-16%	-5%	-5%	0	-18%
(24) Cc1c(C(C)(C)O)[nH]c2ccc(C#N)cc12
→ -8%	1%	-5%	12%	3%	-17%	-9%	-4	-12%
(25) Cc1ccc(Cl)cc1-n1ncc2c(NCCC3=CCCCC3)ncnc21
→ -11%[60.1 µM]	-3%	-1%	11%	4%	/	42%[activator]	3	-14%
(26) Cc1ccc(C)c(OCC(=O)N(Cc2nnc(-c3ccccc3Cl)o2)C2CC2)c1
→ -20%	/	6%	-9%	1%	0%	/	0	-24%
(27) CSc1ccccc1NC(=O)c1cc(-c2cccnc2)nc2ccc(Br)cc12
→ -14%	3%	-5%	?	0%	-2%	-16%	-1	?
(28) CC1CCN(C(=O)CCc2nnc3ccc(NCc4ccco4)nn23)CC1
→ -9%	26%	14%	6%[11.4 µM]	19%	18%	?	-2	0%
(29) Cc1ccc(/C=N/NC(=O)CSc2nc3ccccc3n2Cc2ccc(Cl)cc2)o1
→ -5%	13%	-1%	-39%	-15%	-2%	-13%	2	?
(30) Cc1cc(C(=O)NCC(=O)OCC(=O)NCC2CCCO2)ccc1[N+](=O)[O-] (centres undefined)
→ -13%	/	-2%	0%	189%[activator]	7%	/	-1	0%

Following part
The line under a structure holds: Pol kappa inh	Pol beta inh	ERG-DNA inh	RGS4 inh	ALOX12 inh	APE1 inh	Apoferritin bind	LDHA inh	POLH inh
(31) O=C(COc1cc(F)ccc1[N+](=O)[O-])Nc1cc(S(=O)(=O)N2CCCC2)ccc1Cl
→ -23%	/	-4%	-7%	0%	-12%	/	-3	-9%
(32) CCCNC(=O)c1ccc2c(=O)c(O)c(-c3ccc(OC)cc3)[nH]c2c1
→ 9%	7%	6%	18%	/	-1%	126%[activator]	6	-14%
(33) N=c1n(N)c2ccccc2n1CC(=O)c1ccc(Br)cc1
→ 1%	-1%	-6%	15%	0%	46%[activator]	-17%	-9	2%
(34) COc1ccc(C(C(=O)NC(C)(C)C)N(C(=O)CCC(=O)Nc2ccccn2)C2CCCCC2)cc1 (centres undefined)
→ -3%	53%	-2%	1%	-23%	-2%	3%	-4	-9%
(35) O=C(Nc1ccc2c(c1)OCO2)OCc1ccccc1
→ -9%	0%	10%	22%	-2%	-7%	?	3	-1%
(36) Nc1ccc(-c2nc3cc(N)ccc3n2CCO)cc1
→ -4%	-27%	11%	27%	-16%	0%	-2%	6	2%
(37) COc1ccccc1CNc1ccc2c(c1)CCC2
→ 6%	2%	-1%	2%	0%	25%	?	1	-2%
(38) O=C(Nc1ccc(Br)cc1F)c1cc(S(=O)(=O)NCc2ccc(F)cc2)ccc1F
→ -15%[60.1 µM]	18%	-13%	19%	-11%	/	-4%	-18	-5%
(39) CN1CCCC1CCNc1ccc2sc3ccccc3c(=O)c2c1 (centres undefined)
→ -25%	/	12%	14%	?	/	/	1	-28%
(40) Cc1ccc(Nc2ccc(N3CCN(C(=O)c4ccc([N+](=O)[O-])cc4)CC3)nn2)cc1
→ 4%[60.1 µM]	-15%	-4%	-2%	-10%	/	-25%	3	-19%
(41) O=C(CNC(=O)c1ccc2c(c1)OCCO2)N/N=C/c1ccc(O)cc1O
→ -6%	30%	4%	-14%	-4%	11%	?	1	-3%
(42) O=[N+]([O-])c1cccc2nc(-c3ccccc3)c(-c3ccccc3)nc12
→ 1%	-21%	13%	-30%	1%	56%[activator]	-8%	2	-18%
(43) Cc1cc2ncn(S(=O)(=O)c3ccc(S(=O)(=O)N4CCOCC4)cc3)c2cc1C
→ -10%	-21%	-7%	39%	-16%	12%	1%	-5	-2%
(44) CC1CCCC(NC(=O)CCCn2c(=O)[nH]c3cc(Cl)ccc3c2=O)C1C (centres undefined)
→ -7%	16%	6%	8%	-10%	-1%	?	-8	0%
(45) Cc1ccc(S(=O)(=O)c2cn(Cc3ccc(F)cc3)c3cc(N4CCCC4)c(F)cc3c2=O)cc1
→ 2%	14%	1%	-13%	-4%	/	1%	-5	-12%
(46) O=C(NC(=S)Nc1cc([N+](=O)[O-])ccc1O)c1ccc2c(c1)OCO2
→ -17%	45µM*	4%	-14%	-24%	-21%	-5%	-7	1%
(47) Cc1ccc(N(CN2CCCC2=O)C(=O)c2ccccc2)cc1
→ -4%	-11%	3%	10%	-6%	3%	-3%	-1	-14%
(48) CSc1ccc(C(=S)N2CCN(Cc3ccccc3)CC2)cc1
→ -19%	0%	4%	?	0%	2%	?	0	3%
(49) Cc1ccn2c(=O)nc(SCC(=O)NCc3ccccc3Cl)nc2c1
→ -43%	/	3%	1%	-16%	-25%	/	-1	18µM*
(50) CCNC(=S)N/N=C/c1ccc(F)cc1
→ /	-7%	/	/	?	3%	-1%	/	/
(51) C=C(C)COc1ccc(-c2[nH]ncc2Oc2ccccc2OCC)c(O)c1
→ -22%	-2%	3%	26%	454%[activator]	19%	-20%	-2	-11%
(52) Cc1c(NC(=O)c2ccc(S(=O)(=O)Nc3ccccc3F)cc2)c(=O)n(-c2ccccc2)n1C
→ -4%	/	-7%	-19%	-28%	3%	/	-7	-16%
(53) CCOc1cc(C(=O)NCc2ccncc2)cc(OCC)c1OCC
→ 6%	14%	-14%	44%	2%	-3%	-10%	-4	1%
(54) COCCCn1c(CCC(=O)O)ccc1-c1cccs1
→ -28%	-12%	9%	-24%	0%	7%	67%[activator]	-3	?
(55) NC(=O)c1ccc(NCCCN2CCOCC2)c([N+](=O)[O-])c1
→ -18%	-2%	0%	1%[11.4 µM]	-7%	?	-5%	-4	-21%
(56) C#CCSc1nnc(-c2cc3c(C(F)(F)F)nn(C)c3s2)n1C
→ -3%	85%	0%	7%	9%	4%	-19%	-7	-7%

The list is partial; rates above refer to the full screens.
